p53null 32C tox – kills p53 null cells at the permissive temperature; H1299-neo p53 null cells, ATP luminescence, 24 h, 32C; Potency, µM (highest dose often 46.1 µM), inactives show top-dose activity change, negative = cytotoxicity, actives largely listed as cytotoxic; hit rate 0.62% among 55,000; AID 903;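 also: potency is read from the fitted curve at half-maximal effect; 0% = DMSO only and -100% = full killing by 100 µM tamoxifen; nearly all actives have a fitted effect of over 55% in size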
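AC50 values derive from Hill modelling of qHTS concentration-response data (up to 46 uM) in H1299-neo cells. Cells were treated 24 h at 32C following overnight attachment at 37C; viability was read as cellular ATP.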
PTAP-TSG101 blk – inhibitors of HIV-1 PTAP binding to human TSG101, validation | Q99816 | Fluorescence polarization, FITC-PTAP peptide/Tsg101, 20 min | Potency, µM (titrated, usually from 115 µM), inactives show top-dose activity change, negative = inhibition, actives largely listed as inhibitors | 44,000 tested, under 10 active | AID 1347069; also: potency is read from the fitted curve at half-maximal effect; 0% is about no effect
Target sequence (Q99816 whole entry, looked up): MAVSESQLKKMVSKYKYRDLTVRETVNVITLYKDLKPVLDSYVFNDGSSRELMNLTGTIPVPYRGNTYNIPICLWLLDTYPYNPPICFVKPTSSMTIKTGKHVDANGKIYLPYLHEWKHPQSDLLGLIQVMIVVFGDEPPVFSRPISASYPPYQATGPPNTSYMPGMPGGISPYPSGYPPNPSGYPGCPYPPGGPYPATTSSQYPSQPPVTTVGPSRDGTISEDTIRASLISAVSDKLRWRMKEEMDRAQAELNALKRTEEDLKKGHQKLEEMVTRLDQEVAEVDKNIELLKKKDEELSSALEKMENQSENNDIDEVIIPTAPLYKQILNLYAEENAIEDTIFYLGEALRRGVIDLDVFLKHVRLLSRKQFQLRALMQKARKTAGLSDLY
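Steps: Tsg101 binding domain (10 uM final) in HEPES pH 7.5/NaCl/Tween 20/EDTA/TCEP; add compound; add FITC-PTAP peptide (50 nM final); incubate 20 min r.t.; read polarization.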
FH mod – Identification of activators of human fumarate hydratase by quantitative high-throughput screening; Fumarate hydratase, mitochondrial (Homo sapiens), P07954; FH coupled MDH/diaphorase resazurin fluorescence, 15 min; Potency, µM (top dose mostly 79.9 µM), for the others: top-dose activity change, negative = inhibition, actives largely listed as inhibitors; hit rate 0.22% among 54,000; also: potency is read from the fitted curve at half-maximal effect; % is scaled to controls: 0 for no effect and ±100 for the full control effect; the screen sought activators but most active calls are inhibition curves; nearly all actives have a fitted effect of over 45% in size
p53null 39C kill – p53 null cell cytotoxicity, nonpermissive temperature; hit rate 0.97% among 55,000; H1299 p53-null (neo) cells, 39C, ATPlite viability, 24 h; Potency, µM (titrated, usually from 46.1 µM), for inactives: at the top dose activity, negative = cell killing, hits mostly cytotoxic; AID 904;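 also: potency is read from the fitted curve at half-maximal effect; 0% = DMSO only and -100% = full killing by 100 µM tamoxifen; nearly all actives have a fitted effect of over 50% in size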
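Cells seeded at 600/well, 37C overnight. Compound added (up to 46 uM), plates shifted to 39C for 24 hr. ATPlite added, luminescence read after 20 min at room temperature.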
B2AR arrestin ag – beta-arrestin recruitment by human beta2-adrenergic receptor ligands | P07550 | HTLA Tango cells, beta-arrestin recruitment, luciferase luminescence, 18 h | Potency, µM (highest dose often 46.1 µM), for the others: at the highest dose activation, actives largely listed as activators | 44,000 tested, under 10 active | AID 1347077;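 also: potency is read from the fitted curve at half-maximal effect; 0% = DMSO and full agonism = EC100 isoproterenol or metaproterenol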
Target sequence (P07550 whole entry, looked up): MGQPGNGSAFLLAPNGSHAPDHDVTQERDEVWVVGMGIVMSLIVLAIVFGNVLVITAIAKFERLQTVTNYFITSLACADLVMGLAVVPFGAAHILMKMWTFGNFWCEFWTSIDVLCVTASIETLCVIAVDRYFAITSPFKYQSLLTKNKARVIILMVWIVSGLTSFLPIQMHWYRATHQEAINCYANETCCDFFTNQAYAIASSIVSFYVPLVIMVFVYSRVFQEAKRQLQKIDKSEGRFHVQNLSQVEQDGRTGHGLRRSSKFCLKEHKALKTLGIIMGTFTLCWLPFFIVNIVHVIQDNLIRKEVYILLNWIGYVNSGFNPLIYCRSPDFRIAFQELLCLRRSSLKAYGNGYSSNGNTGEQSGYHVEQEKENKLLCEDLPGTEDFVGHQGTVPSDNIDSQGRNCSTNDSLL
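Luminescence read-out: arrestin recruitment to recombinant beta2-AR releases tTA, inducing luciferase. Cells exposed 18 hr at 37 degrees C to up to 46 microM compound; %Activity from corrected signal, concentration-response curves classified by r2, magnitude and efficacy.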
NTMT1 inh – NTMT1 methyltransferase inhibition | AID 1645870 | Potency, µM (doses to about 114 µM), inactives show top-dose activity change, negative = inhibition, usual class: inhibitors | NTMT1 MTase-Glo SAH luminescence, purified enzyme | Q9BV86 | hit rate 2.5% among 59,000;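 also: potency is read from the fitted curve at half-maximal effect; plate controls were DMSO vehicle for no effect and no enzyme for full effect; nearly all actives have a fitted effect of over 65% in size; many of its hits are not listed in these tables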
Target sequence (Q9BV86 whole entry, looked up): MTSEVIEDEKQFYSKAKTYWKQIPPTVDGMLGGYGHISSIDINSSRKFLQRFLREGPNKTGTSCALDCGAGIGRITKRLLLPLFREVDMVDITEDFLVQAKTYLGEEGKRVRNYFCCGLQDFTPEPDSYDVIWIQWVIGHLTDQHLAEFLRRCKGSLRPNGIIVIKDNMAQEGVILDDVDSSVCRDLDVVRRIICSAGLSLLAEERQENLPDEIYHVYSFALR
GALK inhibitor – inhibitors of human galactokinase (GALK); 44,000 tested, under 10 active; recombinant GALK, Kinase-Glo ATP luminescence, 1 h; P51570; Potency, µM (highest dose often 57.5 µM), without a hit: at the highest dose activity, negative = inhibition, usual class: inhibitors;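 also: plate controls were full GALK reaction for no effect and reaction lacking GALK for full effect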
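5 nM GALK with 35 µM ATP and 100 µM galactose in HEPES pH 8.0, MgCl2, NaCl, DTT, BSA; 1 h RT reaction, remaining ATP detected by Kinase-Glo Plus luminescence after 10 min; qHTS concentration series.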
Numbers without * were called inactive; ? = inconclusive; / = no result given; [ ] = dose if it differs, or a comment. Calls follow the shape of the dose curve; as a rule, active = well fitted curve in the direction sought with a large enough effect; inconclusive = small, poorly fitted or top-dose-only effect, or another doubt; inactive = no such curve, though single readings can be large; an effect the other way counts as inactive or inconclusive. This is a subset; the hit share may differ from the screen's.

cpd	Compound	p53null 32C tox	PTAP-TSG101 blk	FH mod	p53null 39C kill
1	COc1ccc(OC)c(C2CC(=O)Nc3c2c(=O)[nH]c2nc4ccccc4n32)c1 (configuration not stated)	?	1%	-16%	-14%
2	Cc1ccc(C(=O)Nc2ccc(-c3nc4ccccc4s3)c(O)c2)c(C)c1	-7%	1%	2%	5%
3	COc1ccccc1CCNC(=O)Cc1c(C)c2c(cc(C)c3c(C)c(C)oc32)oc1=O	-14%	3%	-1%	14%
4	CCOC(=O)c1c(NC(=O)/C(C#N)=C/c2ccc(OC)cc2)sc2c1CCC2	7%	1%	10%	19%
5	CCCN(CCC)c1ccc(C2N=C(N)Nc3nc4ccccc4n32)cc1 (configuration not stated)	?	-2%	-18%	3.2µM*
6	COc1cccc(NC(=O)C2CCN(c3nnc(-n4c(C)ccc4C)s3)CC2)c1	-10%	-7%	-3%	-26%
7	Cc1nn(-c2ccccc2)c2sc(C(=O)Nc3ccccc3Br)cc12	12%	-4%	-4%	-4%
8	O=C(Cn1c(=O)oc2ccccc21)NCc1cccc(Cl)c1	-6%	-6%	/	-2%

cpd	B2AR arrestin ag	NTMT1 inh	GALK inhibitor
1	1%	11%	8%
2	1%	5%	-1%
3	0%	4%	3%
4	0%	11%	1%
5	0%	-20%	0%
6	-3%	9%	-1%
7	1%	6%	-9%
8	-1%	/	7%

Next records.
cpd	Compound	p53null 32C tox	PTAP-TSG101 blk	FH mod	p53null 39C kill
9	O=C(NCc1ccccc1)c1ccc2c(c1)sc1nc(-c3ccc(F)cc3)cn12	8%	0%	-5%	-5%
10	Cc1nc2nncn2c(NCc2ccc(Cl)cc2)c1C	9%	3%	-7%	-22%
11	COc1ccc(-c2c(C)nn3c(N4CCN(c5cc(Cl)ccc5C)CC4)cc(C)nc23)cc1OC	-3%	-3%	-8%	4%
12	CC(C)Oc1ccccc1C1C=C(C(=O)O)Nc2ncnn21 (configuration not stated)	2%	-6%	10%	16%
13	c1ccc(-c2nnc(CN3CCN(c4ccccc4)CC3)o2)cc1	0%	2%	/	-7%
14	COc1cc(OC)cc(C(=O)NCCc2csc3nc(-c4ccccc4F)nn23)c1	-1%	-8%	-5%	-1%
15	O=C(Nc1ccccc1)c1cccc(N2CCCS2(=O)=O)c1	-15%	-2%	-2%	-7%
16	CCOc1ccc(C(=O)Nc2ccc(-c3nc4cc(C(C)C)ccc4o3)cc2)cc1Cl	1%	3%	15%	-9%

cpd	B2AR arrestin ag	NTMT1 inh	GALK inhibitor
9	2%	-19%	4%
10	-2%	6%	-6%
11	1%	20%	0%
12	1%	-3%	1%
13	0%	/	-2%
14	0%	-2%	1%
15	0%	-1%	-2%
16	1%	13%	0%

Next records
cpd	Compound	p53null 32C tox	PTAP-TSG101 blk	FH mod	p53null 39C kill
17	O=C(CCS(=O)(=O)c1ccccc1)N(Cc1cccnc1)c1nc2c(F)cccc2s1	0%	-1%	-11%	?
18	CCOC(=O)c1nc(Nc2ccc(C(=O)OC(C)C)cc2)c2ccccc2n1	-8%	-2%	6%	-9%
19	Cc1ccc(Cn2cc(S(=O)(=O)c3cccc(Cl)c3)c(=O)c3cc(F)c(N4CCCCC4)cc32)cc1	-6%	-2%	-6%	-12%
20	Cc1cc(C)c2c(=O)cc(CSCC(=O)Nc3nnc(C)s3)[nH]c2c1	-7%	-4%	-11%	-1%
21	COc1ccccc1NC(=O)c1sc2nc(N3CCOCC3)c3c(c2c1N)CC(C)(C)OC3	-4%	-3%	3%	-9%
22	CCn1cc(/C=C(\NC(=O)c2ccc(OC)c(OC)c2)C(=O)NCCCn2ccnc2)c2ccccc21	1%	-3%	6%	21%
23	Cc1cc(OCC(=O)Nc2ccc(C(=O)OC3CCCCC3)cc2)ccc1Cl	-2%	-1%	4%	-17%
24	CCn1c(CN2CCC(C)CC2)nc2cc(NC(=O)c3ccccc3[N+](=O)[O-])ccc21	1%	-10%	-9%	-7%

cpd	B2AR arrestin ag	NTMT1 inh	GALK inhibitor
17	-4%	-12%	-8%
18	-2%	9%	-1%
19	0%	4%	4%
20	-1%	-3%	1%
21	0%	17%	5%
22	-3%	17%	-2%
23	0%	14%	-1%
24	?	14%	5%

Later entries:
cpd	Compound	p53null 32C tox	PTAP-TSG101 blk	FH mod	p53null 39C kill
25	CC(NC(=O)C1CCN(S(=O)(=O)c2ccc3c(c2)oc(=O)n3C)CC1)c1ccccc1 (configuration not stated)	-3%	4%	2%	19%
26	COc1ccc(OC)c(NC(=O)Cn2c(CCC(=O)O)ccc2-c2ccccc2)c1	-9%	0%	-16%	-6%
27	Cc1ccc(C(=O)N/C(=C\c2cn(S(=O)(=O)N(C)C)c3ccccc23)C(=O)NCCCn2ccnc2)cc1	4%	-2%	6%	12%
28	O=C(NCCCN1CCN(c2ccccc2F)CC1)c1cc2c(s1)-c1ccccc1OC2	7%	-3%	-18%	32µM*
29	CCC(Sc1nnc(-c2ccc(OC)c(OC)c2)c(-c2ccc(OC)c(OC)c2)n1)C(=O)NC1CCCC1 (configuration not stated)	-1%	-3%	?	0%
30	CCN(c1ccccc1)c1nnc(NC(=O)Nc2cccc(C(F)(F)F)c2)s1	-5%	-4%	4%	-6%
31	O=C(Nc1ccc(Br)cc1)c1ccc(F)c(S(=O)(=O)N2CCc3ccccc32)c1	49%[activator]	-1%	-27%	1%
32	COc1ccc(N2CCN(C(=O)Nc3ccc(Cl)cc3)CC2)cc1	-2%	-8%	-13%	-11%

cpd	B2AR arrestin ag	NTMT1 inh	GALK inhibitor
25	1%	10%	-10%
26	0%	?	3%
27	-2%	6%	7%
28	0%	-1%	-11%
29	-3%	7%	-1%
30	-3%	8%	-1%
31	-1%	16%	-1%
32	0%	-18%	0%

The list continues:
cpd	Compound	p53null 32C tox	PTAP-TSG101 blk	FH mod	p53null 39C kill
33	Cc1nn(C)c2c1c(C(F)(F)F)cc(=O)n2C(C)C(=O)NCCc1ccc(Cl)cc1 (configuration not stated)	3%	-1%	-5%	-11%
34	CCc1ccc(CNC(=O)CSCc2cnn(-c3ccccc3)c2-n2cccc2)cc1	44%[activator]	0%	-22%	-1%
35	COC(=O)c1nc2n(n1)C(c1cccc(Cl)c1)C(C(=O)Nc1ccccc1OC)=C(C)N2 (configuration not stated)	-10%	0%	-9%	-6%
36	COC(=O)c1ccccc1NC(=O)CSc1nc2nc(C)cc(C)n2n1	13%	-2%	-16%	-13%
37	CCc1ccc(NC(=O)[C@H](Cc2ccccc2)N2Cc3ccccc3C2=O)cc1	-1%	8%	-2%	2%
38	CC(=O)N1CCc2c(sc3c2c(=O)n(-c2ccccc2)c(=O)n3Cc2cccc(C(F)(F)F)c2)C1	19%	0%	-31%	?
39	COc1cc(OC)c(NC(=O)C(CC(C)C)N2Cc3ccccc3C2=O)cc1Cl (configuration not stated)	6%	-1%	?	-19%
40	CCOc1ccccc1NC(=O)CSc1nc2c(oc3ccccc32)c(=O)n1-c1ccc(F)cc1	9%	-5%	-11%	3%

cpd	B2AR arrestin ag	NTMT1 inh	GALK inhibitor
33	-1%	10%	-1%
34	-4%	2%	6%
35	0%	2%	8%
36	-2%	0%	1%
37	0%	8%	0%
38	-2%	-3%	3%
39	0%	6%	2%
40	1%	12%	-1%

Whole records as entered above.
Cc1nn(C)c2c1c(C(F)(F)F)cc(=O)n2C(C)C(=O)NCCc1ccc(Cl)cc1 (configuration not stated) reads p53null 32C tox: 3%; PTAP-TSG101 blk: -1%; FH mod: -5%; p53null 39C kill: -11%; B2AR arrestin ag: -1%; NTMT1 inh: 10%; GALK inhibitor: -1%
COC(=O)c1ccccc1NC(=O)CSc1nc2nc(C)cc(C)n2n1 reads p53null 32C tox: 13%; PTAP-TSG101 blk: -2%; FH mod: -16%; p53null 39C kill: -13%; B2AR arrestin ag: -2%; NTMT1 inh: 0%; GALK inhibitor: 1%
CCc1ccc(NC(=O)[C@H](Cc2ccccc2)N2Cc3ccccc3C2=O)cc1 reads p53null 32C tox: -1%; PTAP-TSG101 blk: 8%; FH mod: -2%; p53null 39C kill: 2%; B2AR arrestin ag: 0%; NTMT1 inh: 8%; GALK inhibitor: 0%

Three compounds from above, ordered by molecular weight, smallest number first.
cpd	Compound	p53null 32C tox	PTAP-TSG101 blk	FH mod	p53null 39C kill
36	COC(=O)c1ccccc1NC(=O)CSc1nc2nc(C)cc(C)n2n1	13%	-2%	-16%	-13%
33	Cc1nn(C)c2c1c(C(F)(F)F)cc(=O)n2C(C)C(=O)NCCc1ccc(Cl)cc1 (configuration not stated)	3%	-1%	-5%	-11%
35	COC(=O)c1nc2n(n1)C(c1cccc(Cl)c1)C(C(=O)Nc1ccccc1OC)=C(C)N2 (configuration not stated)	-10%	0%	-9%	-6%

cpd	B2AR arrestin ag	NTMT1 inh	GALK inhibitor
36	-2%	0%	1%
33	-1%	10%	-1%
35	0%	2%	8%

Other results follow:
cpd	Compound	p53null 32C tox	PTAP-TSG101 blk	FH mod	p53null 39C kill
41	Cc1cccc(-c2nc(SCC(=O)Nc3cc(C)on3)c3c(=O)n(C)c(=O)n(C)c3n2)c1	-5%	-9%	0%	10%
42	Cc1cccc(C)c1-n1ncc(C(=O)NCc2ccc3c(c2)OCO3)c1C1CCN(C(=O)OC(C)(C)C)CC1	0%	-5%	-42%	-4%
43	Cc1ccc(Cn2ccn(CC(=O)Nc3ccccc3C(F)(F)F)c(=O)c2=O)cc1	32%[activator]	1%	-3%	8%
44	CC(C)c1ccc(NC(=O)c2ccc(CN3CC(=O)N4CCCCC4C3=O)cc2)cc1 (configuration not stated)	2%	0%	3%	-4%
45	CCc1cccc(NC(=O)CSc2nnc(-c3cc4occc4n3C)n2-c2ccccc2C)c1	10%	-4%	-21%	6%
46	O=C(CSc1ncc(CO)n1Cc1ccc(F)cc1)NCc1ccco1	-3%	2%	-21%	-5%
47	COc1cccc(NC(=O)CCC(=O)N2Cc3ccccc3Oc3ncccc32)c1	0%	-8%	-4%	2%
48	CCOC(=O)c1cccc(NC(=O)c2cc3cc4ccc(C)cc4nc3o2)c1	1%	1%	-17%	18%
49	CCc1ccc(Nc2nc(N)nc(CSc3nc4ccccc4s3)n2)cc1	2%	1%	?	?
50	Cc1ccc(CNC(=O)C(=O)NCC(c2ccco2)S(=O)(=O)c2ccc(C)cc2)cc1 (configuration not stated)	?	-1%	-4%	3%
51	COc1ccc(OC)c(CCNC(=O)c2c3c(nc4ccccc24)C(=O)N(C2CCCCC2)C3)c1	-8%	-9%	-18%	3%

cpd	B2AR arrestin ag	NTMT1 inh	GALK inhibitor
41	0%	5%	1%
42	-1%	-2%	3%
43	1%	-28%	1%
44	-1%	-3%	-1%
45	0%	2%	?
46	0%	0%	0%
47	0%	-2%	0%
48	1%	-6%	8%
49	0%	89µM*	0%
50	0%	13%	-1%
51	0%	8%	2%
